LAP4-GFP MLPCN – modulators of LAP4-GFP expression in yeast, primary screen, S. cerevisiae, multiplex flow cytometry, MLPCN library; 3 h; median GFP as percent of DMSO wells; GFP response vs DMSO, % at 10 µM; actives 0.34% (n = 320,000);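 active = GFP response vs DMSO above a set limit, about the screen mean plus 3 SD, cut at about 150% in these data; inconclusive = under 70 cell events counted for the yeast strain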
Efflux pump inh – inhibitors of Candida efflux pumps in yeast, primary screen, S. cerevisiae, Nile Red, multiplex; S. cerevisiae Candida pump triplex; inhibition, % at 10 µM; actives 0.44% (n = 330,000); AID 485275, 2010;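 active = plate passing quality check with inhibition over a set limit, or well fluorescence over plate mean plus 4 SD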;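 also: Nile Red retained in pooled yeast measured as flow cytometry median fluorescence; 0% = buffer negative control and 100% = Enniatin B positive control; higher means more Nile Red kept so more efflux inhibition; some compounds called inactive have numbers as strong as hits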
AHR act – AHR activators, primary screen, cell-based, luminescence, luciferase reporter, human. Aryl hydrocarbon receptor (Homo sapiens), P35869. AHR-responsive luciferase reporter cells. activation, % at 5 µM. actives 2.5% (n = 320,000). AID 2796, 2010; in the data active = activation above about 47%;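 also: 0% = vehicle wells and 100% = reference agonist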
Target sequence (P35869 whole entry, looked up): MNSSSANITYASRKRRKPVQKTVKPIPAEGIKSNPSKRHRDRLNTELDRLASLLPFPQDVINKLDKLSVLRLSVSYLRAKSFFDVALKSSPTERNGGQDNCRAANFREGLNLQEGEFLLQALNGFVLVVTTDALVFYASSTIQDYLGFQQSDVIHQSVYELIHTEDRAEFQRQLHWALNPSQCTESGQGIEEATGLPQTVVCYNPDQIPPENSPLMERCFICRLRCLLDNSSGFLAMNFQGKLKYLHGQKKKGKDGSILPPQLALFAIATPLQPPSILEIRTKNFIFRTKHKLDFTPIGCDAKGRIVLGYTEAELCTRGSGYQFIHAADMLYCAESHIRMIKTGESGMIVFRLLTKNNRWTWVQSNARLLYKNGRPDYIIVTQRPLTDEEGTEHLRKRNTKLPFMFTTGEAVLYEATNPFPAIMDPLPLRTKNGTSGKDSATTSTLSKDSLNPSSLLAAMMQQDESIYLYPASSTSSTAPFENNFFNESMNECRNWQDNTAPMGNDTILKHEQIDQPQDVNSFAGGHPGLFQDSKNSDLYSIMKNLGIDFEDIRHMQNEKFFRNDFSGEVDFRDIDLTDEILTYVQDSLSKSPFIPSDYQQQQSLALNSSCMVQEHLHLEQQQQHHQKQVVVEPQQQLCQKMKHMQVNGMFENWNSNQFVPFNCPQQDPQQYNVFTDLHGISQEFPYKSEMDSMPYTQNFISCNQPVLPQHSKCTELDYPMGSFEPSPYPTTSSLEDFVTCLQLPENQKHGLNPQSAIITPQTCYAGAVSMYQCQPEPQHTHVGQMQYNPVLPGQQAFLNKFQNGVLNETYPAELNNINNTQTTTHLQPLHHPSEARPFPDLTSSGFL
CR mimetic SO – reduction of superoxide in aged yeast, primary screen, HTS; S. cerevisiae aged cells, superoxide DHE fluorescence; hits give low values; superoxide response (% of plate mean), % at 10 µM; AID 2690, 2010; actives 0.18% (n = 330,000);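 active = superoxide response under a set limit, about three screen SD below normal, cut at about 65% in these data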;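 also: yeast aged for seven days with compound at 30 °C before DHE staining; 100% = average MFI of all compound-treated wells on the plate with controls excluded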
CIT2 TOR yeast – modulators of CIT2-GFP expression in yeast, primary screen, S. cerevisiae, GFP fusion, multiplex flow cytometry, MLPCN library; S. cerevisiae CIT2-GFP strain, 3 h; 100 means same as DMSO wells; GFP response vs DMSO, % at 10 µM; actives 0.065% (n = 320,000);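 active = GFP response relative to DMSO above a set limit, near the screen mean plus 3 SD, cut at about 150% in these data; inconclusive = Fewer than 70 cells measured for a yeast strain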;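 also: ratio of well median GFP fluorescence to mean of DMSO wells on the plate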
MEP2 TOR yeast – modulators of MEP2-GFP levels in yeast, primary screen, S. cerevisiae, multiplex flow cytometry, MLPCN library; GFP response vs DMSO, % at 10 µM; S. cerevisiae MEP2-GFP strain, 3 h; 100% = DMSO control level; actives 0.51% (n = 330,000); AID 2016, 2009;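 active = GFP response versus DMSO above a set limit, roughly screen mean plus 3 SD, cut at about 180% in these data; inconclusive = fewer than 70 cells counted for a yeast strain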;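 also: median GFP fluorescence of the barcode-gated MEP2-GFP cells per well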
RPL19A-GFP yeast – RPL19A-GFP expression modulators in yeast, primary screen, cell-based, S. cerevisiae, multiplex flow cytometry, MLPCN; S. cerevisiae RPL19A-GFP strain, 3 h; hits give low values; actives 0.3% (n = 330,000); percent response vs DMSO, % at 10 µM;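 active = percent response vs DMSO below 50%; inconclusive = fewer than 70 events counted for the yeast strain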;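 also: median channel GFP fluorescence of the barcoded RPL19A-GFP strain; ratio of sample median GFP to plate DMSO average so 100% = DMSO; lower means less RPL19A-GFP as with rapamycin TOR inhibition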
AGP1 TOR yeast – modulators of AGP1-GFP expression in yeast TOR pathway, primary screen, cell-based, multiplex flow cytometry, S. cerevisiae, MLPCN library; 3 h; GFP as percent of DMSO wells; GFP response vs DMSO, % at 10 µM; actives 0.02% (n = 320,000); AID 2066, 2009;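 active = GFP response relative to DMSO above a set limit, near screen average plus 3 SD, cut at about 150% in these data; inconclusive = fewer than 70 cells counted for the yeast strain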;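 also: median GFP channel fluorescence of the gated AGP1 strain per well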
Active calls of the source: *; u = inconclusive; x = not tested or not shown; & = joins results of further samples; [ ] = another dose, or the depositor's remark.

SMILES	LAP4-GFP MLPCN	Efflux pump inh	AHR act	CR mimetic SO	CIT2 TOR yeast	MEP2 TOR yeast	RPL19A-GFP yeast	AGP1 TOR yeast
COC(=O)C(NC(=O)c1ccco1)(Nc1nc(C2CC2)cs1)C(F)(F)F (configuration not stated)	82	0.2	2	126	x	100	100	102
O=C(O)c1cccc(C(=O)Nc2cccc(NC(=O)C3CCCO3)c2)c1 (configuration not stated)	96	0.0	-1	94	102	115	100	96
O=C(Cn1nnc(-c2ccccc2Cl)n1)N1CCCCC1	92	0.0	6	102	98	104	104	93
CC1=C(C(N)=O)C(c2cccs2)n2nc(-c3cccc(C)c3)nc2N1 (configuration not stated)	97	0.0	7	109	103	98	96	100
Cc1c(Cl)ccc(S(=O)(=O)Nc2cccnc2)c1Cl	95	0.0	2	95	115	108	108	103
Cc1ccc(NC(=O)CN(C)S(=O)(=O)c2cccc3nsnc23)cc1C	91	0.0	16	104	x	98	96	102
Cn1c(SCc2cccc(F)c2)nnc1-c1cnccn1	109	0.0	1	90	88	99	98	98
CC1CCN(C(=O)CN(C2CCCCC2)S(C)(=O)=O)CC1	95	-0.1	0	114	89	92	95	94
Cc1cc(C)cc(NC(=O)c2cccc(NC(=O)c3ccco3)c2)c1	120	0.0	17	81	98	101	99	103
CC1=C(C(=O)Nc2ccc(F)cc2)C(c2ccc(C)o2)C2=C(CC(C)(C)CC2=O)N1 (configuration not stated)	97	0.0	14	97	99	95	102	105
COc1cc(/C=C(\C#N)C(=O)Nc2cccc(C(=O)O)c2)ccc1OCc1ccc(Cl)cc1	97	0.1	2	98	102	114	100	95
Cc1ccc(NC2CC(=O)N(CCc3ccccc3)C2=O)cc1 (configuration not stated)	109	-0.1	2	103	101	103	101	104
Cc1ccc(C(=O)N2CC(C)CC(C)C2)cc1NC1=NC2CS(=O)(=O)CC2S1 (configuration not stated)	118	0.1	2	100	112	99	101	105
CCc1ccc(NC(=O)Cc2c(C(=O)O)n(C)c3ccccc23)cc1	98	-0.1	9	97	102	99	98	98
O=C(Nc1ccc(N2CCCC2)cc1)c1cccc(Cl)c1	90	0.0	-2	107	95	102	99	95
COc1ccc(C(=O)OCC(=O)NC(C)(C)C)cc1[N+](=O)[O-]	91	-0.2	2	121	100	100	96	96
CCN(CC)CCOC(=O)c1ccc2c(c1)OCCO2	94	0.0	-1	113	101	106	103	101
O=S(=O)(c1ccc(-c2ccon2)s1)N1CCN(c2ccccn2)CC1	108	-0.1	1	109	112	84	92	115
Cc1ccc(CNC(=O)C2CCCN(S(C)(=O)=O)C2)cc1 (configuration not stated)	99	-0.1	0	80	101	101	100	101
Cc1nn(C)c(C)c1NC(=O)Nc1ccc(Cl)c(Cl)c1	85	0.0	4	108	97	92	98	85
COc1cccc(CC(NC(C)=O)C(=O)NC2CCN(C(=O)C3CC3)CC2)c1OC (configuration not stated)	102	-0.1	0	104	80	80	95	104
CCn1cc(C(=O)OCC(=O)c2cc(C)n(-c3ccc(OC(F)F)cc3)c2C)c(=O)c2ccc(C)nc21	104	0.1	2	111	100	106	100	93
COc1nn(-c2ccccc2)c(=O)c(Cl)c1Cl	77	-0.1	-2	100	100	91	90	93
CCOc1ccc(NC(=O)C2C3CCC4C(CCC32)C4(Cl)Cl)cc1 (configuration not stated)	89	0.1	5	132	105	100	102	97
COc1ccccc1C(CNC(=O)C1CC(=O)N(Cc2ccc(C)cc2)C1)N1CCCC1 (configuration not stated)	106	0.0	2	102	96	101	99	101
(list continues)
SMILES	LAP4-GFP MLPCN	Efflux pump inh	AHR act	CR mimetic SO	CIT2 TOR yeast	MEP2 TOR yeast	RPL19A-GFP yeast	AGP1 TOR yeast
CC1CCCCN1CC(=O)NCc1ccc2c(c1)OCO2 (configuration not stated)	101	-0.1	1	120	95	99	102	104
COc1cc(/C=C2\NC(=O)NC2=O)cc(Br)c1OC	90	0.0	3	94	101	107	105	96
Nc1nc(SCC(=O)Nc2ccc(Oc3ccccc3)cc2)n[nH]1	100	-0.2	0	98	105	109	100	103
CS(=O)(=O)c1sc(C(=O)NC(=S)Nc2ccc(OC(F)(F)F)cc2)c2c1C=CCC2	107	0.0	5	93	114	102	105	109
CSc1ccc(C2=CC(=O)C[C@H](c3ccc(Cl)cc3)C2)cc1	129	-0.1	3	96	99	109	115	109
COc1ccc([N+](=O)[O-])cc1/C=N/NC(=O)CNC(=O)C(c1ccccc1)c1ccccc1	92	-1.2	4	91	100	97	99	100
COc1ccc(NC(=O)CSc2n[nH]c(-c3ccccn3)n2)cc1	88[may fluoresce violet]	0.0	3	102	u	314*[may fluoresce violet]	37*[may fluoresce violet]	u
COc1cc(-c2nc3ccccn3c2/N=C/c2ccccc2)ccc1O	94	0.1	3	101	106	106	102	106
O=C1c2cccc3cccc(c23)C(=O)N1c1ccccc1Cl	84	-0.1	7	89	99	90	100	94
Cc1ccc(C)c(S(=O)(=O)N2CCN(CC(=O)NC(C)c3ccccc3)CC2)c1 (configuration not stated)	105	-0.1	-1	122	97	100	97	102
O=C(NCc1ccccc1)c1nc(-c2cccs2)no1	91	0.2	5	147	108	101	101	88
CCCS(=O)(=O)N1CCc2cc(OC)c(OC)cc2C1	93	-0.2	2	102	102	99	96	100
COc1cccc(N2CC(C(=O)Nc3nnc(SCC(=O)c4ccccc4)s3)CC2=O)c1 (configuration not stated)	105	-0.1	0	94	92	105	105	109
CCOC(=O)C1=C(C)NC(C)=C(C(=O)OCC)C1	98&98	0.1&-0.1	-2&-1	117&97	94&104	96&114	92&105	90&100
CC1(C(=O)O)CCC(C(=O)N2CCOCC2)C1(C)C (configuration not stated)	92	0.0	1	103	98	95	97	92
CCCCn1c(SC(C)C(=O)NCC2CCCO2)nc2cc(C(=O)OC)ccc2c1=O (configuration not stated)	107	0.3	3	99	93	101	103	112
COc1ccc(CCn2c(=S)[nH]c3cc(C(=O)N4CCOCC4)ccc3c2=O)cc1OC	106	-0.1	2	106	97	105	101	107
COc1ccc(C(=O)NCCS(=O)(=O)NCC2CCCO2)cc1 (configuration not stated)	114	0.2	2	120	90	103	96	100
CCOC(=O)Cc1csc(NS(=O)(=O)c2ccccc2)n1	109	0.0	-1	96	104	101	100	110
COCc1c(C(=O)N/N=C\c2ccccn2)nnn1-c1nonc1N	84	0.4	7	95	87	98	90	83
Cc1nn(CCO)c2ncc(C(=O)c3cc(Cl)ccc3O)cc12	92	0.4	6	100	102	111	104	99
CC/C(O)=C1\C(=O)CCCC1=NCCc1nc2ccccc2[nH]1	99	0.0	1	114	100	98	102	96
Cc1cc(Cl)c2oc(C(=O)N(C)Cc3cc(C)[nH]n3)c(C)c2c1	103	-7.0	3	102	96	100	103	103
O=C(CSc1cccc[n+]1[O-])Nc1ccc2c(c1)OCO2	98	-0.3	2	96	100	101	106	96
CCS(=O)(=O)N1Cc2ccccc2CC1C(=O)Nc1ccc(NC(C)=O)cc1 (configuration not stated)	92	0.1	1	101	88	95	93	92

RPL19A-GFP yeast, what is marked active above.
| Molecule | LAP4-GFP MLPCN | Efflux pump inh | AHR act | CIT2 TOR yeast | MEP2 TOR yeast | RPL19A-GFP yeast | AGP1 TOR yeast |
| --- | --- | --- | --- | --- | --- | --- | --- |
| COc1ccc(NC(=O)CSc2n[nH]c(-c3ccccn3)n2)cc1 | 88[may fluoresce violet] | 0.0 | 3 | u | 314*[may fluoresce violet] | 37*[may fluoresce violet] | u |

The list continues:
SMILES	LAP4-GFP MLPCN	Efflux pump inh	AHR act	CR mimetic SO	CIT2 TOR yeast	MEP2 TOR yeast	RPL19A-GFP yeast	AGP1 TOR yeast
CCOC(=O)c1c(C)[nH]c(=S)c(C#N)c1-c1ccccc1	95	-0.1	-1	99	107	110	110	106
Oc1ccc(C=NC2CCCCC2)c(O)c1	94	0.3	3	96	88	93	98	97
COc1ccc(-n2c(O)c(/C=N/Nc3nc(C)cc(C)n3)c3ccccc3c2=O)cc1OC	100	-0.1	3	98	110	98	101	104
CC1CN(S(=O)(=O)c2cc(C(=O)N(C)Cc3cccs3)ccc2Cl)CC(C)O1 (configuration not stated)	92	-0.2	2	107	88	102	101	89
COC(=O)c1c(NC(=O)COC(=O)[C@@H](NS(=O)(=O)c2ccccc2)C(C)C)sc2c1CCC2	121	0.1	-1	98	92	104	93	104
Cc1ccc(-c2csc(NCCc3nc4cc(Cl)c(Cl)cc4n3CCOCCO)n2)cc1	148	0.0	13	103	124	103	103	102
CN(CC(=O)Nc1ccc(S(=O)(=O)N2CCOCC2)cc1)Cc1ccc(F)cc1	106	0.0	-2	89	99	101	103	104
CCOC(=O)c1c(C)n(C)c2ccc(O)c(CN(CC)CC)c12	87	-0.1	20	101	97	88	93	96
COC(=O)c1cccc(NC(=O)c2cccc(N3C(=O)CCC3=O)c2)c1	113	0.1	2	97	99	100	104	103
CC(NC(=O)C12CC3CC(CC(O)(C3)C1)C2)c1ccccc1 (configuration not stated)	81	0.0	0	97	100	102	98	89
CCOC(=O)C1=C(C)NC(C)=C(C(=O)OCC)C1C(=O)OCC(=O)NCCc1ccc(S(N)(=O)=O)cc1	90	0.2	12	97	94	97	95	96
CCn1c(=S)[nH]c2cc(Cl)ccc21	105	0.3	0	100	97	86	91	95
COc1cc2ccccc2cc1C(=O)Nc1ccc(NC(=O)c2cccs2)cc1	99	-0.2	7	102	111	105	103	103
CCOc1ccccc1/C=N/n1c(COc2ccccc2)n[nH]c1=S	84[may fluoresce red]	-0.2	9	99	96[may fluoresce red]	100[may fluoresce red]	u	85[may fluoresce red]
CCOc1ccc(S(=O)(=O)Nc2cccc(C(=O)NCC(c3ccco3)N3CCCC3)c2)cc1 (configuration not stated)	89	-0.3	1	109	96	93	92	95
CSc1ccccc1C(=O)Nc1cc([N+](=O)[O-])ccc1C	109	-0.1	15	96	111	104	117	100
COc1ccc(C(=O)N/C(=C\c2cn(C)c3ccccc23)C(=O)N2CCOCC2)cc1OC	80	0.2	7	107	95	81	88	85
Cc1cccc(C)c1N1CCN(c2ccc3nnc(C(F)(F)F)n3n2)CC1	116	0.1	4	115	92	106	94	103
CC(C)c1ccc(NC(=O)c2cc3c(=O)n(C)c4ccccc4c3n2C)cc1	101	0.2	-4	102	108	113	119	106
O=C1CCCc2c1nc(-c1ccc(F)cc1)n2O	109	0.0	-2	96	94	98	96	99
CCOC(=O)c1c(NC(=O)CSc2nc3nc(C)cc(C)n3n2)sc(CC)c1C	99	0.1	0	116	103	105	109	102
CC1CCN(S(=O)(=O)c2ccc(Cl)s2)CC1	98	1.7	-1	127	89	101	93	88
COc1ccc(S(=O)(=O)N2CCCC2)cc1C(=O)O	94	0.0	-2	90	99	107	102	96
COc1ccc(CCNC(=O)c2cc3c(=O)n4cccc(C)c4nc3n(CCCN3CCOCC3)c2=N)cc1	100	-0.1	0	121	95	101	98	101
CCOC(=O)C1CCCCN1Cc1cn[nH]c1-c1ccc(F)cc1F (configuration not stated)	102	0.0	1	86	104	106	97	104
CCOC(=O)C1=C(O)/C(=C/c2ccc(OCC(=O)O)c(OCC)c2)SC1=Nc1ccc(C)cc1	102	-0.1	5	116	101	96	95	110
C/C(=N\O)c1oc2ccc3c(C)cc(=O)oc3c2c1C	98	0.2	0	83	96	95	94	93
COc1ccc(Cc2nn3c(-c4ccccc4OC)nnc3s2)cc1	100	0.0	18	112	104	101	99	101
O=C(O)Cc1sc(-c2ccc(Cl)cc2)nc1-c1ccccc1	109	-0.1	0	105	95	95	99	91

From PubChem BioAssay
